Source: PubChem BioAssay
TMEM16A act: activates or potentiates the mouse TMEM16A chloride channel | HEK293 TMEM16A/YFP-H148Q/I152L, iodide quench fluorescence; active compounds read low | B-score at 10 µM | 340,000 tested, 0.3% active;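 active = fluorescence-ratio B-score plate-corrected deviation score at least 3 library SD below zero, with starting fluorescence score within 5 deviations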;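 note: channel opened by trigger with iodide after compound preincubation; score built on the fluorescence ratio of max minus min over baseline; more negative score means more quench and so TMEM16A activation or potentiation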
HDAC3 inhib: human HDAC3 inhibition; 320,000 tested, 0.15% active; inhibition, % at 8.3 µM; O15379; recombinant HDAC3, fluorogenic peptide/trypsin coupled, fluorescence; AID 2718; in the data active = inhibition above about 26%, passing the limit was not always enough
Target sequence (O15379 whole entry, looked up): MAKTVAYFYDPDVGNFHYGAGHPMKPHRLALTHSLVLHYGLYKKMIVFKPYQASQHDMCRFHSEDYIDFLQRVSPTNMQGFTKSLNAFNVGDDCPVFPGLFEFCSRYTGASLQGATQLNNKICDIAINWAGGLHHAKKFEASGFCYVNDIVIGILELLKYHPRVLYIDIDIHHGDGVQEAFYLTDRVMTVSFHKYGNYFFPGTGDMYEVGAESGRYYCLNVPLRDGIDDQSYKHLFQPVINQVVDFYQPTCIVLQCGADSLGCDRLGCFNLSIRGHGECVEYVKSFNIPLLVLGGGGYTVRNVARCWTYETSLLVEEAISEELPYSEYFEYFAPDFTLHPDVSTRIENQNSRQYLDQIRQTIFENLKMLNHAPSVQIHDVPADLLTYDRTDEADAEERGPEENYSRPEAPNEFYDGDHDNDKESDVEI
KCNK3 block: human KCNK3 channel inhibition, primary screen. B-score at 10 µM. O14649. 340,000 tested, 0.84% active. CHO-KCNK3 thallium flux, FluxOR fluorescence; active compounds read low;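 active = B-score under library mean minus 4 SD, starting fluorescence ratio at most library mean plus 5 SD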;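 note: more negative B-score means stronger inhibition of thallium flux through KCNK3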
Target sequence (O14649 whole entry, looked up): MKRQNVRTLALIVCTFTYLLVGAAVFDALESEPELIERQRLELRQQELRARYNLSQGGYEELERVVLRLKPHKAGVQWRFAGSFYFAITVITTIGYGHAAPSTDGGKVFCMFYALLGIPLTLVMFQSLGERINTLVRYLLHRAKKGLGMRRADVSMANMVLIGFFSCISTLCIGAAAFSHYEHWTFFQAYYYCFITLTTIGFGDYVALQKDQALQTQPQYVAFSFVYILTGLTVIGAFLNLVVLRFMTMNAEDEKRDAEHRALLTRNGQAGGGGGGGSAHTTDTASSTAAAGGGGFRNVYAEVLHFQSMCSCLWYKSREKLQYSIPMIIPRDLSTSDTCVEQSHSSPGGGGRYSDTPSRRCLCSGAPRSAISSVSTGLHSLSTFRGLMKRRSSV
Active calls of the source: *; i = inactive. A portion of the library; the hit share may differ from the screen's.

SMILES | TMEM16A act | HDAC3 inhib | KCNK3 block
CCN(C(=O)CN1C(=O)NC2(CCc3ccccc32)C1=O)C1CCS(=O)(=O)C1 (stereo not given) | i | 3 | i
Cc1ccc(Nc2nnc(SCC(=O)NCC3CCCO3)s2)cc1C (stereo not given) | i | -11 | i
O=C(COC(=O)c1cccc([N+](=O)[O-])c1)Nc1ncc(Br)s1 | i | -2 | i
Cc1cc(OCC(=O)NCC(c2ccc(F)cc2)N2CCOCC2)ccc1Cl (stereo not given) | i | 10 | i
O=C(COC(=O)c1ccc(Br)o1)Nc1ccc2c(c1)OCCO2 | i | 2 | i
Cc1ccc(C(=O)NCC(=O)NCC(c2cccs2)N2CCOCC2)cc1 (stereo not given) | i | -1 | i
Cc1cc(C)n2nc(C(=O)OCC(=O)NCc3ccc(Cl)cc3)nc2n1 | i | 16 | i
Cc1c(N(C)C)c(=O)n(-c2ccccc2)n1C | i | -9 | i
Cc1c(C(=O)N2CCC2)oc2ccc(Cl)cc12 | i | -7 | i
Cc1ccc(N=Nc2c(O)[nH]c(=O)[nH]c2=O)cc1S(=O)(=O)Nc1ccc(Br)cc1 | i | 5 | i
O=C(CNC(=O)c1ccc(Cl)cc1)NNc1c(F)c(F)cc(F)c1F | i | 7 | i
Cc1onc(-c2ccccc2)c1C(=O)NC1CCC(C)CC1 (stereo not given) | i | -6 | i
O=C(OCc1ccc([N+](=O)[O-])cc1)C1CC(=O)N(Cc2ccccc2)C1 (stereo not given) | i | 7 | i
CCCN(CC(=O)Nc1ccccc1C)C(=O)CCCc1c[nH]c2ccccc12 | i | 5 | i
Cc1ccc(OCC(=O)N2C(C)CCCC2C)c([N+](=O)[O-])n1 (stereo not given) | i | -5 | i
CCOC(=O)c1c(C)[nH]c(C(C)=NNC(=O)Cn2nc(C)cc2C)c1C | i | 14 | i
O=C(COC(=O)c1c(Cl)ccc(Cl)c1Cl)NCC1CCCO1 (stereo not given) | i | -2 | i
COc1ccc(NS(=O)(=O)c2cccc(C(=O)O)c2)cc1S(=O)(=O)N1CCCCC1 | i | -1 | i
CC(Sc1nnnn1C)C(=O)Nc1nc(-c2ccc(F)c(F)c2)cs1 (stereo not given) | i | 3 | i
O=C(NC(=S)N1CCN(c2ccccc2)CC1)c1ccco1 | i | 4 | i
O=C(NCCc1ccc(F)cc1)c1ccc(Cl)c(S(=O)(=O)N2CCOCC2)c1 | i | 6 | i
COc1cc(CC(=O)OCC(=O)Nc2ccccc2C#N)cc(OC)c1OC | i | -3 | i
O=C(c1cnn(C(=O)c2ccco2)c1)c1cc(Cl)cc(Cl)c1O | i | 3 | i
N#CCc1ccccc1C(=O)OCC(=O)N(Cc1ccccc1)Cc1ccccc1 | i | 2 | -9.4*
NC(=O)c1ccccc1[N+](=O)[O-] | i | 4 | i
COc1cccc(C(=O)OCC(=O)Nc2ccc3c(c2)OCCO3)c1 | i | -3 | i
COc1ccc(Br)cc1/C=C(\C(=O)O)c1ccc(S(=O)(=O)N2CCCC2)s1 | i | -2 | i
Cc1ccc(S(=O)(=O)N2CCOCC2)cc1C(=O)OC(C)C(=O)NC1CCCC1 (stereo not given) | i | -1 | i
CN(C)C(=O)CSc1ccc(S(=O)(=O)N2CCOCC2)cn1 | i | -1 | i
CCN1CCN(c2ccc(Nc3ccnc4ccccc34)cc2)CC1 | i | 4 | i
O=C(c1ccc2c(c1)OCCO2)N1CCN(S(=O)(=O)c2c(F)cccc2F)CC1 | i | -9 | i
Cc1cc(C)n2nc(C(=O)OCC(=O)c3ccccc3Cl)nc2n1 | i | -7 | i
COc1ccccc1C(CNC(=O)CNC(=O)c1ccc(Cl)c(Cl)c1)N1CCCC1 (stereo not given) | i | 2 | i
COc1cccc(C2=CC(=O)C[C@H](c3ccc4c(c3)OCO4)C2)c1OC | i | 2 | i
CCc1ccc(C(=O)OCC(=O)N2CCCCCC2)cc1 | i | 8 | i
O=C(Nc1nnc(C2CC2)s1)c1cncc(Br)c1 | i | 4 | i
CC(OC(=O)c1ccc2ncsc2c1)C(=O)Nc1cccc(Cl)c1 (stereo not given) | i | 3 | i
COc1ccc(NC(=O)CCCN2C(=O)CN(C)C2=O)c(OC)c1 | i | -4 | i
Cc1c(NC(=O)c2cccc(NC(=O)Cc3c(F)cccc3Cl)c2)c(=O)n(-c2ccccc2)n1C | i | 0 | i
CC(Oc1ccc(C(C)(C)C)cc1)C(=O)NCC(c1ccco1)N1CCCC1 (stereo not given) | i | -5 | i
CC1CN(C(=O)COC(=O)/C=C/c2cccc([N+](=O)[O-])c2)CC(C)O1 (stereo not given) | i | 13 | i
COc1ccccc1CN(C)C(=O)c1cccc(S(=O)(=O)N2CCc3ccccc3C2)c1 | i | -3 | i
O=C(COC(=O)Cc1c(F)cccc1Cl)NC(=O)Nc1ccccc1F | i | 8 | i
COc1ccc(C(=O)NCC(=O)OCC(=O)NC2CCCCCC2)cc1OC | i | 0 | i
CN(C(=O)CSc1nc2ccccc2n1C)C1CCS(=O)(=O)C1 (stereo not given) | i | -3 | i
CCCNCC(=O)Nc1cccc(S(=O)(=O)NC2=NCCCCC2)c1 | i | -9 | i
CN(Cc1ccc(C(C)(C)C)cc1)C(=O)Cc1ccc(S(=O)(=O)N2CCOCC2)s1 | i | 5 | i
COc1ccc(OCCCC(=O)Nc2ccc(S(=O)(=O)N3CCOCC3)cc2)cc1 | i | -5 | i
Cc1csc(NC(=O)C(C)Oc2ccc(Cl)cc2C)n1 (stereo not given) | i | 12 | i
O=Cc1c(Cl)cccc1Cl | i | 4 | i
CCN(CC)CCNc1oc(-c2ccccc2)nc1S(=O)(=O)c1ccccc1 | i | 5 | i
CC(Sc1nnnn1C)C(=O)NC1CCCC1 (stereo not given) | i | -2 | i
COc1ccc(NC(=O)COc2ccc3c(c2)CCC3)cc1S(N)(=O)=O | i | -1 | i
CC(C)c1ccc(NC(=O)COC(=O)c2cc(=O)[nH]c3ccccc23)cc1 | i | 0 | i
C=CCOc1ccc(C=NNc2ccc(S(=O)(=O)Nc3ccccc3C(=O)O)cc2[N+](=O)[O-])cc1OC | i | 3 | i
Cc1ccc(NC(=O)CSCC(=O)N2CCN(C(=O)c3ccco3)CC2)cc1 | i | -7 | i
CCN(C(=O)CSc1cccc[n+]1[O-])c1ccccc1 | i | -3 | i
C[C@H](NC(=O)c1nc[nH]c1C(=O)NCCCCCNC(=O)OC(C)(C)C)c1ccccc1 | i | 3 | i
COc1cc(OC)cc(C(=O)NC(C(=O)Nc2ccc3c(c2)CCC3)C(C)C)c1 (stereo not given) | i | 1 | i
COc1ccccc1-n1c(SCC(=O)NC2CCS(=O)(=O)C2)nc2ccccc2c1=O (stereo not given) | i | 5 | i

Later entries.
SMILES | TMEM16A act | HDAC3 inhib | KCNK3 block
COC(=O)c1ccc(/C=C/C(=O)OCC(=O)Nc2ncc(Cl)cc2Cl)cc1 | i | 4 | i
Cc1ccc(CN(C)C(=O)c2cccc(S(=O)(=O)N3CCCC3)c2)cc1 | i | -7 | i
O=C(COC(=O)c1cnccn1)NC1CCCc2ccccc21 (stereo not given) | i | -1 | i
COCC(C)n1c(SCC(=O)NC(=O)Cc2ccccc2)nc2ccccc2c1=O (stereo not given) | i | 0 | i
Cc1cc(C)c(C(=O)COC(=O)c2nn(C)c(=O)c3ccccc23)cc1C | i | 4 | i
CC1(C)C(=O)Nc2ccccc2N1C(=O)COC(=O)c1cccnc1Cl | i | -5 | i
CCc1ccc(C(=O)NNC(=O)[C@H](C)NC(=O)c2ccco2)cc1 | i | -7 | i
COc1cc(C(=O)NNC(=O)CN2C(=O)NC3(CCCC3)C2=O)cc(OC)c1OC | i | -2 | i
Cc1cccc(C2=NOC(=O)/C2=C\c2ccccc2F)c1 | i | -3 | i
CCN(CC(=O)NC1CCS(=O)(=O)C1)C(C)C(=O)Nc1ccc(F)cc1 (stereo not given) | i | -4 | i
Cc1cc(NC(=O)CN2C(=O)NC(C)(CC(C)C)C2=O)no1 (stereo not given) | i | 14 | i
COc1ccccc1NS(=O)(=O)c1cc(C(=O)N2CCCC2)ccc1C | i | -3 | i

6 entries from above, with the structure last.
TMEM16A act | HDAC3 inhib | KCNK3 block | SMILES
i | -7 | i | Cc1ccc(CN(C)C(=O)c2cccc(S(=O)(=O)N3CCCC3)c2)cc1
i | -1 | i | O=C(COC(=O)c1cnccn1)NC1CCCc2ccccc21 (stereo not given)
i | 0 | i | COCC(C)n1c(SCC(=O)NC(=O)Cc2ccccc2)nc2ccccc2c1=O (stereo not given)
i | 4 | i | Cc1cc(C)c(C(=O)COC(=O)c2nn(C)c(=O)c3ccccc23)cc1C
i | -5 | i | CC1(C)C(=O)Nc2ccccc2N1C(=O)COC(=O)c1cccnc1Cl
i | -7 | i | CCc1ccc(C(=O)NNC(=O)[C@H](C)NC(=O)c2ccco2)cc1

Further results
SMILES | TMEM16A act | HDAC3 inhib | KCNK3 block
O=C(Cn1c(=O)cnc2ccccc21)Nc1cccc(S(=O)(=O)N2CCCCC2)c1 | i | 2 | i
CCCCn1c(N)c(N(CC)C(=O)c2cccc(OCc3ccccc3)c2)c(=O)[nH]c1=O | i | -1 | i
COc1ccc(NS(=O)(=O)c2cc(C(=O)N3CCCCCC3)ccc2C)cc1 | i | -2 | i
COc1cc(N)c(Cl)cc1C(=O)OCC(=O)NCC1CCCO1 (stereo not given) | i | 2 | i
COc1ccccc1NS(=O)(=O)c1cccc(C(=O)NNC(=O)C(C)NC(=O)c2ccco2)c1 (stereo not given) | i | 4 | i
COc1ccc2c(c1)CCCC21NC(=O)N(CC(=O)c2cc(F)ccc2F)C1=O (stereo not given) | i | 1 | i
CC1Cc2ccccc2N1C(=O)CN(C)CC(=O)Nc1cccc(F)c1 (stereo not given) | i | 6 | i
Cc1ccc(C)c(OCC(=O)NCC(C)(C)N2CCOCC2)c1 | i | -2 | i
CCC(=O)NC(c1ccco1)c1cc(Cl)c2cccnc2c1OC (stereo not given) | i | -6 | i
COc1cccc(NC(=O)CN(C)C(=O)CNC(=O)c2sc3ccccc3c2Cl)c1 | i | -4 | i
O=C(Nc1nnc(C2CC2)s1)c1ccc(Cl)nc1 | i | 0 | i
CC(C)[C@H](NC(=O)c1ccccc1F)C(=O)OCC(=O)NC(=O)NC1CCCCC1 | i | 6 | i
COc1ccc(OCCOc2ccc(S(=O)(=O)N3CCCC3)cc2C(N)=O)cc1 | i | 4 | i
O=S(=O)(c1cccs1)N1CCN(CCOc2ccc(Cl)cc2)CC1 | i | -4 | i
Cc1ccc(CN2CC(C(=O)NC(c3nc4ccccc4[nH]3)C(C)C)CC2=O)cc1 (stereo not given) | i | 2 | i
O=C(CSc1nnnn1C1CC1)Nc1cc(S(=O)(=O)N2CCCC2)ccc1Cl | i | -4 | i
Cc1ccc(C(=O)c2ccccc2C(=O)OCC(=O)N2C(C)CCCC2C)cc1 (stereo not given) | i | 1 | i
CCOc1cc(N2CCOCC2)c(OCC)cc1NC(=O)COC(=O)c1ccc(Cl)cc1N | i | 1 | i
Cc1csc(NC(=O)CCCNC(=O)c2ccc(Cl)cc2)n1 | i | -3 | i
O=C(NNC(=O)c1cc2ccccc2o1)c1ccncc1 | i | 2 | i
CCOc1ccc(C(=O)NNC(=O)CN2C(=O)NC3(CCCC3)C2=O)cc1 | i | 0 | i
COc1ccc(C(=O)COC(=O)C(O)c2ccccc2)c(OC)c1 (stereo not given) | i | 9 | i
O=C(Nc1ccc(Cl)cc1F)c1ccc(-n2cncn2)cc1 | i | -5 | i
CN(CC(=O)Nc1ccc(F)c(F)c1F)C(=O)c1ccc2c(c1)NC(=O)CS2 | i | 0 | i
Cc1nc2ccc(NC(=O)C3=NN(C)C(=O)CC3)cc2s1 | i | 4 | i
CCOC(=O)C1=C(COC(=O)[C@H](C)NS(=O)(=O)c2ccc(NC(C)=O)cc2)NC(=O)NC1C (stereo not given in full) | i | -2 | i
CC(C)(CNCc1ccccc1)NS(=O)(=O)c1ccccc1 | i | -4 | i
CCCCn1nc(C(=O)Nc2c(C)n(C)n(-c3ccccc3)c2=O)c2ccccc2c1=O | i | 0 | i
Cc1onc(-c2ccccc2Cl)c1C(=O)Nc1cccc(S(=O)(=O)N2CCOCC2)c1 | i | -8 | i
COC(=O)c1ccc2c(=O)[nH]c(COC(=O)c3[nH]c(C)c(C(C)=O)c3C)nc2c1 | i | -8 | i
COc1ccc(S(=O)(=O)N2CCCCCC2)cc1NC(=O)c1ccccc1F | i | -15 | i
NC(=O)[C@@H]1CCCN1C(=O)[C@@H](Cc1cnc[nH]1)NC(=O)[C@@H]1CCC(=O)N1 | i | -1 | i

Part of the list above in order of formula weight, low to high:
SMILES | TMEM16A act | HDAC3 inhib | KCNK3 block
CC(C)(CNCc1ccccc1)NS(=O)(=O)c1ccccc1 | i | -4 | i
NC(=O)[C@@H]1CCCN1C(=O)[C@@H](Cc1cnc[nH]1)NC(=O)[C@@H]1CCC(=O)N1 | i | -1 | i
COC(=O)c1ccc2c(=O)[nH]c(COC(=O)c3[nH]c(C)c(C(C)=O)c3C)nc2c1 | i | -8 | i
COc1ccc(S(=O)(=O)N2CCCCCC2)cc1NC(=O)c1ccccc1F | i | -15 | i
CN(CC(=O)Nc1ccc(F)c(F)c1F)C(=O)c1ccc2c(c1)NC(=O)CS2 | i | 0 | i
CCCCn1nc(C(=O)Nc2c(C)n(C)n(-c3ccccc3)c2=O)c2ccccc2c1=O | i | 0 | i
Cc1onc(-c2ccccc2Cl)c1C(=O)Nc1cccc(S(=O)(=O)N2CCOCC2)c1 | i | -8 | i
